GSTO1 inh: blocks human GSTO1 in RBBP9 counter-screen; inhibition, % at 5.96 µM; 300,000 compounds, 1.1% hits; P78417; AID 1974; recombinant GSTO1, activity-based probe fluorescence polarization;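 active = inhibition above the campaign mean inhibition plus 3 SD, cut at about 35% in these data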;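 also: 0% = GSTO1-1 with DMSO and 100% = wells lacking GSTO1-1 enzyme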
LYPLA2 counter: blocks human lysophospholipase 2, a PME1 counter-screen; O95372; recombinant LYPLA2, FP-Rh probe fluorescence polarization; inhibition, % at 5.9 µM; 320,000 compounds, 0.38% hits; AID 2177;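 active = inhibition above the screen-wide mean plus 3 SD, limit set per campaign, cut at about 26% in these data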;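 also: 0% = LYPLA2 with DMSO and 100% = wells lacking LYPLA2 enzyme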
Target sequence (O95372 whole entry, looked up): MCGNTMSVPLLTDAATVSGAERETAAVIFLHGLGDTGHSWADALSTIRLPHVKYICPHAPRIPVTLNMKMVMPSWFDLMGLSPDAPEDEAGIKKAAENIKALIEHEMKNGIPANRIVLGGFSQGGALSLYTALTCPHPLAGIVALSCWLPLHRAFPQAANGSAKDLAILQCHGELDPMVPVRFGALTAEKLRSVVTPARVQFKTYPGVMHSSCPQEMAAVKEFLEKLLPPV
LYPLA1 counter: counter-screen for PME1 inhibitors: inhibitors of human LYPLA1; recombinant LYPLA1, FP-Rh probe fluorescence polarization; inhibition, % at 5.9 µM; 320,000 compounds, 0.16% hits; AID 2174;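 active = inhibition above the mean of all tested compounds plus 3 SD, set per campaign, cut at about 14% in these data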;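 also: inhibitors block serine hydrolase probe labeling of LYPLA1 so polarization falls; 0% = enzyme with DMSO and 100% = wells lacking LYPLA1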
Target sequence (O75608 whole entry, looked up): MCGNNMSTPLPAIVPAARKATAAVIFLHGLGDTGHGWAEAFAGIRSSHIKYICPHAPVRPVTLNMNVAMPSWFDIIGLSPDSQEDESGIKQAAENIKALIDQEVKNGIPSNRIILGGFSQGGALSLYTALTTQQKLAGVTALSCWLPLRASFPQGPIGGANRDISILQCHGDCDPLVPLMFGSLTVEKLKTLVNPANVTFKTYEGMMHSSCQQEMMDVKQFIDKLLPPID
PAFAH1B3 FP inh: PAFAH1B3 (human) inhibition | inhibition, % at 3.39 µM | recombinant PAFAH1B3, FP-rhodamine probe, fluorescence polarization | 340,000 compounds, 0.28% hits | AID 492972 | Q15102;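 active = inhibition above the screen-wide average of all tested compounds plus 3 SD, cut at about 25% in these data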;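 also: 0% = enzyme with DMSO only and 100% = wells lacking PAFAH1B3 protein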
PREPL inhibitor: human PREPL enzyme inhibition. recombinant PREPL, fluorescence polarization activity-based probe. inhibition, % at 5.96 µM. 320,000 compounds, 0.68% hits. AID 2751; in the data active = inhibition above about 43%;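 also: 0% = enzyme with DMSO and 100% = wells lacking enzyme; many of its hits are not listed in these tables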
PAFAH1B2 FP inh: inhibitors of human PAFAH1B2. P68402. inhibition, % at 3.39 µM. 340,000 compounds, 1.2% hits. AID 492953. recombinant PAFAH1B2, FP-rhodamine activity probe, fluorescence polarization;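 active = inhibition above the mean of all tested compounds plus 3 SD, cut at about 24% in these data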;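 also: 0% = enzyme with DMSO and 100% = wells lacking PAFAH1B2; many of its hits are not listed in these tables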
Target sequence (P68402 whole entry, looked up): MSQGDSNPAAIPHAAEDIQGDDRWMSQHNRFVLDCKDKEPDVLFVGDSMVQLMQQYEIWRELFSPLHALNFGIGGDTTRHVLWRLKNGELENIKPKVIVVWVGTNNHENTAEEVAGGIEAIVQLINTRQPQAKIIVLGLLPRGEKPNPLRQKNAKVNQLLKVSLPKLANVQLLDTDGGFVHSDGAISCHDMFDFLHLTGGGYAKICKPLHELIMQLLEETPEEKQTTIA
PAD4 inh: inhibitors of human PAD4. Q9UM07. recombinant PAD4, RCA probe fluorescence polarization. inhibition, % at 6.36 µM. 330,000 compounds, 0.41% hits. AID 485272;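 active = percent inhibition above a cutoff equal to the mean of all tested compounds plus 3 SD, cut at about 15% in these data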;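 also: 0% = PAD4 with RCA probe and DMSO and 100% = probe without PAD4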
pPAFAH inh: inhibitors of human plasma PAF acetylhydrolase (pPAFAH); recombinant pPAFAH, FP-rhodamine probe fluorescence polarization; inhibition, % at 3.39 µM; 330,000 compounds, 1.5% hits; AID 463082;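 active = inhibition above the mean inhibition across the screen plus 3 SD, cut at about 25% in these data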;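 also: inhibitors block binding of the rhodamine activity-based probe so polarization drops; 0% = enzyme with DMSO and 100% = wells lacking pPAFAH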
PME-1 inh: blocks human protein phosphatase methylesterase 1; inhibition, % at 5.9 µM; AID 2130; recombinant PME-1, FP-Rh probe fluorescence polarization; 320,000 compounds, 0.53% hits; Q9Y570;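 active = inhibition above the campaign mean of all compounds plus 3 SD, cut at about 26% in these data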;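 also: competitive labeling of PME-1 active site by serine hydrolase directed probe; 0% = PME-1 with DMSO and 100% = wells lacking PME-1 enzyme; inhibitors block probe labeling so polarization falls and inhibition rises; many of its hits are not listed in these tables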
Target sequence (Q9Y570 whole entry, looked up): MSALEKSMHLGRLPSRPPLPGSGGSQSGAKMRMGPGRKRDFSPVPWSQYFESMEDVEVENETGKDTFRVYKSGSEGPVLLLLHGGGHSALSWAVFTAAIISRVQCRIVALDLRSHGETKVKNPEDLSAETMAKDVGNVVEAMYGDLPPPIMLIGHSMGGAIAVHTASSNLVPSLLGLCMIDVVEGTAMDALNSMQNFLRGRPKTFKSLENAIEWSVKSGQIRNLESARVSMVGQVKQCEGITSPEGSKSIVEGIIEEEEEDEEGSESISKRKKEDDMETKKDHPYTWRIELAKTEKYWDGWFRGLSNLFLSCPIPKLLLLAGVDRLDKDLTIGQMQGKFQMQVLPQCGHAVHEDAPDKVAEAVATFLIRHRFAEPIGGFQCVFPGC
Starred values were filed as active, the others as inactive; nt = not tested or not shown.

Below each compound: GSTO1 inh	LYPLA2 counter	LYPLA1 counter	PAFAH1B3 FP inh	PREPL inhibitor	PAFAH1B2 FP inh	PAD4 inh	pPAFAH inh	PME-1 inh
COc1ccc(CC(=O)NC2CC2)cc1OC
    -2.4	4.8	-1.2	10.8	12.6	0.7	1.5	5.0	-3.0
NC(=O)Nc1ccc(C(=O)OCC(=O)Nc2cccc(S(=O)(=O)NC3=NCCCCC3)c2)cc1
    7.2	-4.4	-2.6	8.4	-15.4	2.6	4.3	2.7	-4.5
COC(=O)c1cnc(SC)nc1C
    0.3	-0.1	-0.9	6.1	-0.6	6.6	-1.6	3.4	0.7
Oc1ccc(F)cc1-c1cc(-c2ccc3c(c2)OCCO3)n[nH]1
    -7.1	-22.7	-16.2	-0.9	1.0	-2.9	1.1	-2.6	-13.1
Cc1ccc(/C=N/NC(=O)c2nnn(-c3nonc3N)c2CNc2ccccc2)cc1
    -4.0	-2.5	-1.2	-2.0	0.7	-1.2	2.8	3.6	-7.6
CCCCC1C(=O)CC[C@H]2[C@@H]1CC(=O)[C@@H]2C/C=C\CCCC(=O)O (some centres undefined)
    2.3	0.3	-0.9	3.7	-3.3	1.1	-1.4	3.9	-2.6
Cn1c(SCC(=O)Nc2cccc(F)c2)nnc1-c1cc2ccccc2o1
    6.3	5.3	3.0	2.5	12.8	-3.1	3.5	-1.7	-1.1
CCOC(=O)C1=NOC(CNC(=O)c2c(-c3ccccc3Cl)noc2C)C1 (centres undefined)
    -0.8	1.2	0.5	8.6	-6.3	-2.5	-0.2	-0.3	-5.6
COc1ccc(-c2nnc(SCC(=O)NCC3CCCO3)n2C)cc1 (centres undefined)
    -4.2	-7.5	0.5	7.7	-8.6	3.6	-1.0	3.1	-1.4
COc1ccc(Cl)cc1NC(=O)COC(=O)C1=NNC(=O)CC1
    nt	nt	nt	8.5	15.7	8.7	-3.1	-3.4	nt
O=C(Cn1nnc(-c2ccccc2)n1)N=Nc1c(O)[nH]c2ccccc12
    9.3	0.9	0.6	-4.8	2.3	4.3	7.8	4.1	-8.7
Cc1cc(C)n2nc(C(=O)N(C)c3c(N)n(Cc4ccccc4)c(=O)[nH]c3=O)nc2n1
    15.6	-4.2	4.1	0.3	10.4	0.4	-2.6	4.7	9.1
Cc1ccc(C(=O)N/C(=C/c2ccco2)C(=O)OCN2C(=O)c3ccccc3C2=O)cc1
    24.8	-8.4	-3.2	6.6	8.7	2.1	4.4	7.1	-7.6
O=C(CN1CCN(c2ccccc2)CC1)Nc1ccccc1Sc1ccccc1
    -9.5	-6.0	-0.5	12.4	28.2	4.8	2.7	-2.7	1.1
O=C(CSCc1ccccc1)N1CCN(Cc2ccc3c(c2)OCO3)CC1
    -3.2	-6.1	-0.7	1.5	-2.5	10.6	-5.5	7.7	-2.3
O=C(COc1ccc(Cl)cc1)NCc1nnc(SCC(=O)Nc2ccc(F)cc2F)o1
    6.3	2.4	-2.8	6.5	-9.8	7.5	0.3	3.0	-0.7
CCCCN1C(=O)C(=O)N(CC(=O)c2cc(C)n(C3CC3)c2C)C1=O
    nt	3.2	-0.5	4.1	16.9	7.5	-2.1	0.8	0.8
Cc1ccc(/C=C/S(=O)(=O)NCCC(=O)NCc2ccccc2F)cc1
    nt	nt	nt	3.5	10.2	3.7	-4.6	-3.5	nt
COc1ccccc1NC(=O)Oc1ccc(NC(=O)c2ccco2)cc1
    -1.3	4.2	1.4	9.5	-3.6	3.1	-4.5	7.5	-1.1
COc1cccc(N2CCN(c3ccc4nnc(CCC(=O)Nc5ncccc5C)n4n3)CC2)c1
    -3.5	6.5	5.4	6.2	37.1	-2.4	-2.1	7.7	-0.2
O=C(COc1ccc(Cl)cc1Cl)Nc1nnc(C2=COCCO2)o1
    8.2	-1.6	0.8	11.4	5.2	5.2	-2.1	4.0	7.0
O=C(O)c1cccnc1SC1CC(=O)N(c2ccccc2)C1=O (centres undefined)
    -0.9	5.0	0.6	0.8	-0.8	7.6	2.0	1.2	1.3
CCC(O)(C#CCN1CCCCC1)CC
    -3.8	2.7	0.1	-3.4	1.2	5.8	-2.8	-0.4	-0.7
CC(C)NC(=O)Cn1c(=O)n(CC(=O)N2CCCCC2)c(=O)c2sccc21
    -2.7	5.2	-1.1	3.1	3.4	1.9	-0.9	6.6	-0.6
Cc1cccc(OCCNc2cc(N3CCOCC3)ccc2[N+](=O)[O-])c1
    -7.1	3.0	-3.8	-4.4	16.0	0.0	-2.5	11.6	5.3
COc1ccc(CNS(=O)(=O)c2ccc(C)cc2)cc1
    7.2	-3.5	-4.5	2.4	-16.6	9.9	2.8	-0.9	1.9
CC(=O)c1cccc(NC(=O)c2ccc(NC(=O)CCS(=O)(=O)c3cccs3)cc2)c1
    -4.3	-15.2	-3.5	-1.9	-13.0	-1.9	-2.1	-3.0	-12.6
Cc1cccnc1NC(=O)CCNC(=O)c1ccc(Cl)cc1
    0.7	7.3	3.2	-4.3	11.8	6.8	-0.8	-1.9	-3.9
CN1CCC(N(C)S(=O)(=O)c2ccc(NC(=O)COc3cccc(C(F)(F)F)c3)cc2)CC1
    -5.5	-2.9	0.0	5.4	19.6	6.3	2.1	2.5	-2.3
CN(C(=O)CCc1nnc(-c2ccc(-c3ccccc3)cc2)o1)C1CCOCC1
    -5.2	-2.9	-4.0	11.6	33.9	1.5	3.0	2.6	1.9
COC(=O)c1ccccc1NC1CC(=O)N(c2c(C)cccc2C)C1=O (centres undefined)
    -5.8	-7.0	-4.9	5.8	12.1	2.3	-4.6	-6.9	1.0
CCn1c(SCC(=O)Nc2nc3ccccc3s2)nnc1-c1ccc(Br)cc1
    9.4	5.1	0.0	-5.7	7.5	-0.4	6.8	-1.3	-10.7
Cc1ccc(C2NC(c3ccc(C)cc3)C(C)C(=NO)C2C)cc1 (centres undefined)
    2.0	-11.8	-4.5	-7.7	-3.6	-4.8	-0.4	4.8	1.5
Cc1ccc(Cl)cc1N1CCN(S(C)(=O)=O)CC1
    -7.4	9.3	-0.8	-9.7	5.7	4.8	-3.6	5.2	0.9
COc1ccccc1CC(=O)NCC(c1ccco1)N1CCCCC1 (centres undefined)
    21.7	6.7	0.0	-5.6	13.0	1.7	-1.4	0.5	-0.6
CN(C)/C=N/c1c(C(=O)NCc2ccccc2)nnn1Cc1ccccc1
    -19.0	8.8	2.1	5.1	12.2	3.0	0.4	4.7	-0.6
O=C(O)CSc1nnc(-c2ccc(Cl)cc2Cl)n1-c1ccc(Br)cc1
    0.8	-3.2	0.4	1.5	6.7	8.8	2.6	3.7	-2.3
O=C(COc1ccc(S(=O)(=O)N2CCCCC2)cc1Cl)N1CCOCC1
    -6.3	-1.2	4.1	0.8	10.3	8.7	-4.8	-1.1	0.3
O=C(NC(NC1CCS(=O)(=O)C1)C(Cl)(Cl)Cl)c1ccc(Br)cc1 (centres undefined)
    -0.2	8.0	2.1	6.1	-10.8	1.3	0.2	8.6	-2.9
C=CCn1c(=O)c2ccccc2n2c(SCc3nnc(-c4ccccc4Br)o3)nnc12
    0.9	-5.1	2.7	0.7	3.9	9.3	5.4	8.6	-1.6
COc1ccc(-c2csc(NC(=O)CSc3ccc(Br)cc3)n2)c(OC)c1
    6.4	-17.7	-23.4	1.7	-2.3	13.7	-1.2	-1.1	2.8
COc1cccc(CC(=O)NCC2COc3ccccc3O2)c1OC (centres undefined)
    -0.3	-1.9	-0.4	8.7	10.1	-0.9	2.8	5.5	1.3
CC1=CSC2=NC(=O)/C(=C/c3cccc(OC(=O)c4ccco4)c3)C(=N)N12
    11.5	-0.2	-0.3	2.3	22.4	1.2	1.9	18.3	9.7
O=c1c2ccccc2nc(-c2ccccc2)n1CCCn1ccnc1
    -0.6	4.0	-1.2	-4.4	5.1	2.9	0.6	4.7	0.0
CCCc1c(C(=O)N/N=C/c2ccc(OC)c(OCc3ccccc3)c2)nnn1-c1nonc1N
    0.9	7.4	-2.9	11.9	16.8	-0.8	7.0	-4.5	-10.6
O=C(NCCC(=O)N1CCc2ccccc21)c1ccccc1Cl
    1.8	-1.8	-4.5	3.8	-3.1	0.7	2.6	7.1	3.1
O=C(OCc1nnc(-c2ccccc2Br)o1)c1ccco1
    nt	nt	nt	-3.8	13.2	8.6	-1.3	12.6	nt
CCOc1ccccc1N1CCN(CC(=O)Nc2ncc(C)s2)CC1
    -1.0	-2.3	-1.6	-6.8	2.6	2.6	-6.3	4.5	-6.2
CCOc1ccccc1C(=O)NCC(=O)NCC(c1ccc(OC)cc1)N1CCOCC1 (centres undefined)
    -4.8	5.5	-0.2	2.4	16.3	-1.4	8.5	0.0	-2.4
CCc1ccc(NC(=O)c2cc(-c3ccc(F)cc3)on2)cc1
    4.9	-0.1	4.9	-1.0	-2.6	-0.5	1.4	-0.9	-1.2
CCn1c(-c2ccc(-c3ccccc3)cc2)c[nH]c1=S
    -8.2	10.1	2.5	1.1	24.7	7.1	-6.5	23.4	0.8
C/C(=N\NC(=O)CNC(=O)C(c1ccccc1)c1ccccc1)c1ccc(C)cc1
    -0.2	-3.3	-1.9	nt	-1.3	nt	-0.7	11.2	3.5
CCOC(=O)C1C(=O)CC(C)(O)C(C(=O)OCC)C1c1ccc(OCC)cc1 (centres undefined)
    6.9	-7.0	-5.2	-7.4	3.1	3.3	-0.9	-1.7	-5.0
NC(=O)c1nnn(-c2nonc2N)c1-c1ccc([N+](=O)[O-])cc1
    -5.1	2.6	-0.5	1.8	14.7	4.1	-0.2	0.8	0.7
CCN1CCN(c2ccc(NC(=O)c3ccc4c(c3)OCO4)cc2)CC1
    9.4	1.0	3.0	9.5	12.7	-0.4	-1.5	4.3	1.8
O=[n+]1cc(-c2ccc(F)cc2)n([O-])c2c1CCC2
    0.1	7.5	-0.3	1.0	-1.6	2.3	-0.7	7.4	-5.5
CCC1=C(OC(=O)N(CC)CC)N2C(=O)OC(=NCCc3c[nH]c4ccccc34)[C@]2(C)[C@H]2C1=CC[C@H]1C(=O)NC(=O)[C@H]12
    4.2	-9.2	-1.0	10.6	36.6	3.9	-1.3	0.0	-5.7
CN(CC(=O)Nc1ccc(N2CCOCC2)cc1)C(=O)CCNC(=O)c1ccc(Br)cc1
    9.1	0.1	0.9	8.4	6.3	3.1	-0.7	17.6	-6.7
CCn1c(=O)n(CC)c2cc(N3CCCC3)c(NC(=O)c3ccccc3F)cc21
    1.5	1.9	3.1	-1.5	12.5	-0.6	-2.1	14.3	1.2
Oc1ccc(N2Cc3ccccc3C2)cc1
    20.4	11.4	5.2	9.6	8.7	1.8	-0.9	10.8	2.5

Next part:
Below each compound: GSTO1 inh	LYPLA2 counter	LYPLA1 counter	PAFAH1B3 FP inh	PREPL inhibitor	PAFAH1B2 FP inh	PAD4 inh	pPAFAH inh	PME-1 inh
COc1ccc(CC(=O)Nc2nn(C)c3nc4c(C)cccc4cc23)cc1
    9.4	-0.8	0.1	nt	7.3	nt	1.3	6.3	1.0
CSCCC(NC(C)=O)C(=O)OCC(=O)N(c1ccccc1)c1ccccc1 (centres undefined)
    2.9	-1.9	-0.7	1.9	7.3	-1.5	2.6	-5.4	-4.2
CN1CCC2(CC1)NC(=O)NC2=O
    -3.1	-2.0	4.3	5.0	-2.7	6.7	5.2	4.1	3.5
O=C1/C(=C/c2ccco2)Cc2ccccc21
    6.6	6.6	2.8	2.6	-33.8	0.9	6.1	6.7	1.1

Compound activity: PubChem BioAssay, The Scripps Research Institute Molecular Screening Center

These rows are one share of the data. The share of hits here may be higher or lower than overall.
